Pemphigus Ab inh – blocks pemphigus antibody binding to human desmoglein-3 | 310,000 compounds, 0.48% hits | AID 588358 | binding (percent of control), % at 10 µM | DSG3-coupled beads, scFv-anti-DSG3-GFP binding, flow cytometry; hits give low values | P32926;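 active means binding more than 3 SD below its plate's average and above zero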;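 further: hits lower antibody fragment binding to DSG3; some compounds called inactive have numbers as strong as hits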
HTR5A ag – activates human HTR5A in OPRM1-OPRD1 agonist counter-screen; P47898; HTR5A agonist assay, luminescence, cell-based; activation, % at 9.3 µM; 340,000 compounds, 0.61% hits; in the data active means activation mostly above about 9.5%, no sharp cut-off; inactive means mostly below about 7.6%;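 further: 0% = cells with vehicle only and 100% = reference agonist; strong numbers were not always called active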
Target sequence (P47898 whole entry, looked up): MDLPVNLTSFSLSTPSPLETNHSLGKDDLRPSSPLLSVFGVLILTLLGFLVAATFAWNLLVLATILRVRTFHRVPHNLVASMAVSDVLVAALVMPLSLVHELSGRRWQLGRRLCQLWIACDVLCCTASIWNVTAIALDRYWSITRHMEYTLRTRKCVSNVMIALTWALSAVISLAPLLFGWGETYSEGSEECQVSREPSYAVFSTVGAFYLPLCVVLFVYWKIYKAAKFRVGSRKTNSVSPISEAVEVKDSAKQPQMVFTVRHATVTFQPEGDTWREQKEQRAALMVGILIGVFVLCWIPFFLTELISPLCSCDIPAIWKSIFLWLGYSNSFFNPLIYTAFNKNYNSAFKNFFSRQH
HTR5A inv ctr – HTR5A inverse agonism, opioid heterodimer counter-screen; HTR5A cell line, luminescence; inhibition, % at 9.3 µM; 340,000 compounds, 0.083% hits; in the data active means inhibition mostly above about 23%, no sharp cut-off; inactive means mostly below about 18%;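 further: 0% = cells with DMSO and 100% = no-cell wells with DMSO; some compounds called inactive have numbers as strong as hits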
DAGLB inh – diacylglycerol lipase beta (human) inhibition | Q8NCG7 | HEK293T DAGLB membrane lysate, EnzChek fluorogenic substrate | inhibition, % at 5.17 µM | 340,000 compounds, 0.059% hits | AID 504411; in the data active means inhibition above about 34%;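 further: 0% = enzyme with vehicle and 100% = wells lacking enzyme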
Target sequence (Q8NCG7 whole entry, looked up): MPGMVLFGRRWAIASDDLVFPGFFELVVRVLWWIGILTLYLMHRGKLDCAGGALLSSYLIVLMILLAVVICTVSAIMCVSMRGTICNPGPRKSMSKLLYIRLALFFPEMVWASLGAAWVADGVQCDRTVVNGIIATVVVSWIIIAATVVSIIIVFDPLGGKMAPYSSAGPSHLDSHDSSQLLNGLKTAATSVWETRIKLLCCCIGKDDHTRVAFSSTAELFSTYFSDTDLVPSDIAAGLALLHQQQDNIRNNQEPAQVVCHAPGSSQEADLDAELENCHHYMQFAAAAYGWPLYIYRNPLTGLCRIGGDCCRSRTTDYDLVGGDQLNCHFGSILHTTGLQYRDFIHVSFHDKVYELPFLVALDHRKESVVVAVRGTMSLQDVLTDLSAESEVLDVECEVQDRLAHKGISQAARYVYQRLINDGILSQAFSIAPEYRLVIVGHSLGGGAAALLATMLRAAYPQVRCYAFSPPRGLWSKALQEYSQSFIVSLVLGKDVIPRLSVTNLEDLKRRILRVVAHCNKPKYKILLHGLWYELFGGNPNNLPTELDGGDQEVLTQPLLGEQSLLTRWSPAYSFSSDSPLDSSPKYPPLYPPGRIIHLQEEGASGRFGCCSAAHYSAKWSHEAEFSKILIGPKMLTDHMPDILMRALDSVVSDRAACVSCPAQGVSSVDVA
PKA-R2B activ – activates the human PKA-R2B holoenzyme complex; AID 504700; activation, % at 11.4 µM; PKA-R2B holoenzyme dissociation, Cy5-IP20 fluorescence polarization; R2B truncated from residue 108, S112A mutant; 0% DMSO only, 100% 113 µM cGMP; P22694+P31323; 340,000 compounds, 0.079% hits;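 active means activation above a cutoff set at the mean over all compounds plus 3 SD, cut at about 18% in these data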;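 further: higher means more holoenzyme dissociation and a rise in polarization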
V-ATPase pH – alters yeast V-ATPase proton transport; AID 504577; S. cerevisiae, pHLuorin cytosolic pH fluorescence; 350,000 compounds, 0.37% hits; response, % at 10 µM; in the data active means response mostly above about 7.3%, no sharp cut-off; inactive means mostly below about 5.4%; further: actives read high; inactives centre near 0; some compounds called inactive have numbers as strong as hits; reference of the scale not given here
Arr AP2 block – blocks beta-arrestin peptide binding to AP2 adaptin. inhibition, % at 10 µM. FITC-arrestin peptide / GST-AP2 beads, flow cytometry; AP2 beta2 appendage carries R879A mutation. 340,000 compounds, 0.31% hits;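 active means inhibition above a set limit, near 3 SD of compounds lacking own fluorescence, cut at about 54% in these data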;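 further: plate controls were DMSO wells for no effect and 5 µM unlabelled arrestin peptide for full effect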
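System: GST-AP2 R879A glutathione beads; medium: PBS, Tween 20 0.05%, BSA 0.1%; reagent: fluorescein-tagged arrestin peptide at 50 nM final; schedule: pre-incubation 12 min, peptide binding 1 h, room temperature; detection: flow cytometry, FL1 (488/535 nm); read-out: inhibition as reduced fluorescein signal on beads, percent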
OPRM1-OPRD1 inv – inverse agonists of human mu-delta opioid receptor heterodimerization | 340,000 compounds, 0.21% hits | P35372+P41143 | cell-based MOR-DOR heterodimer luminescence, inverse agonism | inhibition, % at 9.3 µM; in the data active means inhibition above about 22%, passing the limit was not always enough;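 further: 0% = cells with DMSO and 100% = wells without cells with DMSO; values of inactives mirror those of a sister screen read the other way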
MOR-DOR ag – agonists of human mu-delta opioid receptor heterodimerization. P35372+P41143. cells, OPRM1-OPRD1 heterodimerization, luminescence. activation, % at 9.3 µM. 340,000 compounds, 0.3% hits. AID 504326; in the data active means activation above about 18%;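 further: 0% = vehicle-treated cells and 100% = reference agonist; values of inactives mirror those of a sister screen read the other way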
PKA-R1A act – activators of PKA-R1A complex. P00514+P68181. PKA-R1A dissociation, Cy5-IP20 fluorescence polarization; scaled: DMSO 0%, 113 µM cGMP 100%. activation, % at 11.4 µM. 340,000 compounds, 0.083% hits. AID 504707;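 active means percent activation above the mean of all tested compounds plus 3 SD, cut at about 19% in these data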;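 further: higher means more PKAc released from R1A so a rise in polarization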
An asterisk follows results filed as active; / = not tested or not shown.

SMILES	Pemphigus Ab inh	HTR5A ag	HTR5A inv ctr	DAGLB inh	PKA-R2B activ	V-ATPase pH	Arr AP2 block	OPRM1-OPRD1 inv	MOR-DOR ag	PKA-R1A act
Cc1cccc(NC(=O)c2ccc3c(c2)C(=O)N(Cc2cccnc2)C3=O)c1C	102	-4	10	0	-5	1	4	-4	0.9	-9
CN(C)CCCNC(=O)c1ccc(Cl)c(S(=O)(=O)N2CCCCCC2)c1	107	-5	-7	1	-2	-1	-10	19	-4.7	-4
Cc1ccc(N(Cc2ccccc2)C(=O)c2cc(S(=O)(=O)N3CCOCC3)ccc2N2CCCC2)cc1	109	4	-11	-4	0	2	7	3	-0.5	8
Clc1ccc(C(c2nnnn2C2CCCC2)N2CCSCC2)cc1 (configuration not stated)	87	-5	-23	-7	2	0	1	-16	2.9	5
Cc1ccc2nsnc2c1NS(=O)(=O)c1c(C)ccc2nsnc12	98	7	5	-2	-4	-3	6	12	-2.3	4
Cn1c(N)c(C(C[N+](=O)[O-])c2ccccc2Cl)c(=O)n(C)c1=O (configuration not stated)	108	-1	-3	-1	0	5	12	6	-1.1	0
Cc1ccc(SCCNS(=O)(=O)c2ccc3c(c2)OCCO3)cc1	/	-1	-7	-3	-18	4	9	-22	4.5	-12
CCN(CC)S(=O)(=O)c1ccc(C(=O)NCC2(N3CCOCC3)CCCCC2)cc1	103	-1	10	0	-7	2	-2	19	-5.0	-3
COc1ccc(S(=O)(=O)N2CCN(C)CC2)cc1C	107	5	-15	2	-1	1	8	12	-2.3	-3
CCCN(CCC)C(=O)CSc1ncccc1C(=O)O	111	-2	5	1	-1	-1	0	21	-3.9	-4
O=C1N/C(=C/c2ccco2)C(=O)N1Cc1ccccc1F	106	-1	-27	-4	5	8	14	-4	0.6	-2
COc1ccc(CNC(=O)[C@H](C)NC(=O)C2CC(=O)N(c3ccc(OC)cc3)C2)cc1 (some centres not stated)	100	-3	12	-1	-2	-3	1	16	-2.9	1
Cc1cc(=O)n(Cc2ccc(OC(C)C)cc2)c(=S)[nH]1	96	-2	7	2	-12	-1	6	13	-2.3	-7
CC(=O)Nc1ccc2c(c1)nc1n2CCSC1	104	-2	-21	1	4	3	5	17	-3.2	8
O=C(Nc1cccc(S(=O)(=O)N2CCCCC2)c1)c1ccc(Cl)nc1	98	4	15	1	5	0	-8	-4	1.0	-8
CCn1cc(C(=O)N2CCN(c3ccc(C(C)=O)cc3)CC2)c2cc(OC)c(OC)cc2c1=O	106	-7	9	1	3	0	3	-23	4.4	-4
N#Cc1c(-c2ccccc2)nc(SCc2ccc([N+](=O)[O-])cc2)[nH]c1=O	117	0	0	13	-7	0	12	-6	1.1	-19
COc1ccc(NC(=O)C2CCCN2C(=O)NCc2ccccc2)cc1 (configuration not stated)	102	2	-4	0	2	1	16	12	-2.1	2
CCc1cccc2[nH]c3cc([N+](=O)[O-])ccc3c12	93	-1	5	-6	-6	-2	0	-1	0.2	-11
O=C(CNC(=O)c1ccco1)Nc1cc(Cl)ccc1N1CCOCC1	95	7	-10	-1	-13	3	0	7	-1.1	-4
N#Cc1c2c(c[nH]c1=O)CCN2Cc1ccccc1	115	-1	11	-1	-7	-3	-8	16	-3.8	-10
CC(C)C(c1nnnn1Cc1ccco1)N1CCN(c2nc3ccccc3s2)CC1 (configuration not stated)	101	-1	-10	-4	-6	3	4	2	-0.4	0
Cc1ccc(C(=O)NCCc2nnc3c(C(F)(F)F)cc(Cl)cn23)o1	103	-2	10	3	-6	2	33	9	-1.7	-2
Cc1ccc(NC(=O)CSc2nc(=O)n(CCCN3CCOCC3)c3c2CCCC3)c(C)c1	112	6	12	2	2	3	12	-2	0.3	-4
CCCOc1ccccc1/C=N/NC(=O)C1CC1	113	-3	0	0	-11	0	8	3	-0.6	-7

Filtered by structure: those above containing an aryl thioether with sulfur outside any ring (4)
SMILES	Pemphigus Ab inh	HTR5A ag	HTR5A inv ctr	DAGLB inh	PKA-R2B activ	V-ATPase pH	Arr AP2 block	OPRM1-OPRD1 inv	MOR-DOR ag	PKA-R1A act
Cc1ccc(SCCNS(=O)(=O)c2ccc3c(c2)OCCO3)cc1	/	-1	-7	-3	-18	4	9	-22	4.5	-12
CCCN(CCC)C(=O)CSc1ncccc1C(=O)O	111	-2	5	1	-1	-1	0	21	-3.9	-4
N#Cc1c(-c2ccccc2)nc(SCc2ccc([N+](=O)[O-])cc2)[nH]c1=O	117	0	0	13	-7	0	12	-6	1.1	-19
Cc1ccc(NC(=O)CSc2nc(=O)n(CCCN3CCOCC3)c3c2CCCC3)c(C)c1	112	6	12	2	2	3	12	-2	0.3	-4

Next section:
SMILES	Pemphigus Ab inh	HTR5A ag	HTR5A inv ctr	DAGLB inh	PKA-R2B activ	V-ATPase pH	Arr AP2 block	OPRM1-OPRD1 inv	MOR-DOR ag	PKA-R1A act
CC(C)(C)c1ccc(C(=O)C2CCCN(C(=O)CCn3cncn3)C2)cc1 (configuration not stated)	113	4	-10	-1	6	4	2	8	-1.9	-7
Cc1cc(C)c(S(=O)(=O)N2CCOC2CNC(=O)C(=O)NCc2ccccn2)c(C)c1 (configuration not stated)	100	-4	4	0	9	3	27	5	-0.7	-11
Nc1nc(CSc2nc3ccccc3s2)nc(N2CCOCC2)n1	104	1	-2	0	8	3	7	1	-0.3	11
O=C(NC1CCCCC1)N1CCCCCCC1	95	-1	8	-2	-10	2	-1	12	-2.2	-7
COc1cccc(C(C(=O)NC2CCCC2)N(C(=O)c2ccco2)c2ccc(NC(C)=O)cc2)c1OC (configuration not stated)	97	-4	10	0	-10	0	7	2	-0.3	-5
CCCCNc1c(-c2ccc(OC)c(SC3CCCCC3)c2)nc2ccc(C)cn12	117	7	-34	-12	0	0	4	-60	11	-17
Cc1ccc(C(=O)N/C(=C\c2ccccc2)C(=O)NCc2ccncc2)cc1	107	2	-5	1	-12	1	2	2	-0.3	2
CS(=O)(=O)Cc1ccc(C(=O)NC2CCSc3ccccc32)cc1 (configuration not stated)	105	0	1	2	1	4	4	-7	0.9	-2
Cc1ccc(S(=O)(=O)N2CCN(C(=O)COC(=O)/C=C/c3ccc(OC(F)F)cc3)CC2)cc1	/	1	-2	-4	1	-2	6	2	-0.5	-4
Cc1ccccc1Cc1n[nH]c(=S)n1N	98	-1	11	1	-8	-2	-4	19	-3.6	-1
COc1ccc2[nH]c3c(N4CCN(Cc5ccc6c(c5)OCO6)CC4)ncnc3c2c1	107	-4	-18	3	-6	0	22	-5	0.9	-18
O=C(C1COc2ccccc2O1)N1CCN(Cc2ccccc2)CC1 (configuration not stated)	110	4	-12	-1	-14	3	-15	7	-1.4	-16
COc1ccc(Br)cc1CN(C)CC(=O)NCCc1ccc(S(N)(=O)=O)cc1	/	3	-9	0	4	2	-7	7	-1.1	-10
Cc1ccc(S(=O)(=O)NCc2ccccc2)cc1C(=O)N1CCN(c2ccccc2)CC1	/	-5	11	-1	12	3	-1	9	-2.1	-8
CC(C)C[C@H]1CN=C(Nc2ccccc2)N1CCC1CCCC1	102	4	-3	1	-8	-1	4	15	-3.3	-4
O=C(O)CC(C(=O)O)C(c1ccccc1)c1ccccc1 (configuration not stated)	89	-1	3	2	-2	-1	15	14	-2.6	-2
Cc1cc(Br)cc(C=Nc2ccc(N3CCOCC3)cc2)c1O	100	0	-6	1	-10	-2	20	4	-0.7	-6
Cc1cccc(Nc2ncnc3c2cnn3Cc2ccccc2)c1	110	2	-7	-3	2	-4	-4	-26	3.6	-6
NC(=O)c1ccc(N2CCCCCC2)c([N+](=O)[O-])c1	81	-2	11	3	-7	-1	6	10	-1.6	5
CCC(=O)c1ccc(OCc2ccccc2)c(OC)c1	99	1	-3	-4	-13	2	-8	14	-2.3	-3
CSc1cccc(NC(=S)NCCCN2CCN(c3ccc(F)cc3)CC2)c1	106	-6	17	-1	3	1	4	10	-1.8	0
CC(=O)Nc1ccc(NC(=O)CSc2nnc3c4ccccc4n(C)c3n2)cc1	102	2	-5	-1	-8	1	28	8	-1.6	-2
CC(C)(C)c1ccccc1NC(=O)C1=COCCO1	101	2	9	0	-4	-7	-3	22	-4.5	-6
CCOCCCNC(=S)N(Cc1ccccc1)Cc1nc2ccccc2c(=O)[nH]1	80	0	20	1	1	1	2	16	-3.2	-8
CCC(=O)N1c2ccccc2C(N(C(C)=O)c2ccccc2)CC1C (configuration not stated)	103	-1	-27	0	-8	-5	3	13	-2.2	0
SMILES	Pemphigus Ab inh	HTR5A ag	HTR5A inv ctr	DAGLB inh	PKA-R2B activ	V-ATPase pH	Arr AP2 block	OPRM1-OPRD1 inv	MOR-DOR ag	PKA-R1A act
O=c1cc(-c2ccccc2)[nH]n1-c1ccccc1	109	1	-5	18	-4	-1	7	10	-2.0	7
O=C(c1cccc(F)c1)N1CCN(Cc2ccc3c(c2)OCO3)CC1	107	-3	-38	0	6	-2	2	-2	0.4	-6
CC(C)C1C(=O)N(Cc2cn(CCC3OCCCO3)nn2)CCS(=O)(=O)N1Cc1ccc(-c2ccc(F)nc2)cc1 (configuration not stated)	/	/	/	-3	3	0	/	/	/	-17
CCNC(=O)C1CC(=O)N(Cc2ccc3c(c2)OCO3)C(=Nc2ccc(OCC)cc2)S1 (configuration not stated)	91	9.0*	-6	-2	-8	0	4	2	-0.4	-8
Cc1cc(C)cc(NC(=O)c2cnn(-c3ccccc3)c2C2CCNCC2)c1	111	4	-12	0	-8	-1	8	-5	0.7	3
Cc1cc(C(=O)CN2C(=O)NC3(CCCCC3)C2=O)c(C)n1C	/	3	-42	0	-2	4	15	10	-2.1	11
COc1ccc(C(=O)N/C(=C\c2cn(C)c3ccccc23)C(=O)NCCCn2ccnc2)cc1	90	0	-2	0	0	4	-1	18	-3.4	-4
COCCn1c(=NC(=O)CCS(=O)(=O)c2ccccc2)sc2cc(C)ccc21	105	-1	1	-1	-1	-3	-23	18	-3.6	-9
CSc1ccc(Cl)c(C(=O)NCCOc2ccccc2)c1	93	3	-10	-9	-5	3	2	7	-1.3	0
OCC[C@H]1C[C@@H](O)[C@H](O)[C@]2(CCc3ccccc3O2)O1	101	4	1	-3	8	-2	36	10	-1.8	-2
Cc1cc(C)nc(Nc2n[nH]c(-c3cccc4ccccc34)n2)n1	116	-2	6	-1	1	7	2	-6	1.0	-3
COC(=O)C1CSC(C)(C)C(=O)N1 (configuration not stated)	98	-1	5	0	-2	1	1	10	-2.0	3
CCOC(=O)C1CCCN(S(=O)(=O)CCNC(=O)c2cccc(OC)c2)C1 (configuration not stated)	106	-1	-36	0	-1	-2	3	7	-1.3	0
COc1ccc2oc(C(=O)Nc3ccc(S(=O)(=O)N(C)C4CCN(C)CC4)cc3)c(C)c2c1	113	4	-10	0	-6	3	-10	-7	1.6	-3
CN1C(=S)SC(C)(NO)C1(C)C (configuration not stated)	117	-3	-31	-3	4	6	-3	5	-0.8	-2
COc1ccc(/C=N/NC(=O)c2cccnc2)cc1CN1CCc2cc(OC)c(OC)cc2C1C (configuration not stated)	112	-4	-34	-1	-8	2	-28	4	-0.8	-4

Screening results from PubChem.
